proCasp3 act – procaspase-3 (human) activation | recombinant procaspase-3 D3A, Ac-DEVD-pNA absorbance 405 nm | activation, % at 8.5 µM | 330,000 compounds, 0.11% hits | AID 463141;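 active = activation above the mean of all tested compounds plus 3 SD, cut at about 21% in these data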;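 also: 0% = DMSO alone and 100% = DMSO wells spiked with extra 5 µM PC-3 D3A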
Target sequence (P42574 whole entry D9A/D28A/D175A): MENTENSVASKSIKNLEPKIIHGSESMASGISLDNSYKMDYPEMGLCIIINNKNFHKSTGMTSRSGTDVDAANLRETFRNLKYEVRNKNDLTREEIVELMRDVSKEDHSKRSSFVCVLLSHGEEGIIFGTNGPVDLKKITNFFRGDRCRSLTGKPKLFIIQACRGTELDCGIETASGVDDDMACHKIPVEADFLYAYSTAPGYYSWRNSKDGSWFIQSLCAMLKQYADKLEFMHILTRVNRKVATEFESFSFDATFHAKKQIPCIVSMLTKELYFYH
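Technique: 405 nm absorbance of p-nitroaniline, reads at 0 and 120 min; Test system: Procaspase-3 D3A mutant; Incubation: 1 h enzyme-compound preincubation, then 2 h substrate reaction, 25 °C; Repeats: singlicate, each compound tested once; Benchmarks: low control DMSO wells, high control DMSO plus 5 µM PC-3 D3A.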
MEP2 TOR yeast – yeast TOR pathway MEP2-GFP modulation; GFP response vs DMSO, % at 10 µM; S. cerevisiae MEP2-GFP strain, flow cytometry GFP, 3 h; 100% = DMSO control level; 330,000 compounds, 0.51% hits; AID 2016;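 active = GFP response versus DMSO above a set limit, roughly screen mean plus 3 SD, cut at about 180% in these data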;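 also: median GFP fluorescence of the barcode-gated MEP2-GFP cells per well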
Yeast superoxide – caloric restriction mimetics inhibiting age-related superoxide in yeast; 330,000 compounds, 0.18% hits; superoxide response (% of plate mean), % at 10 µM; S. cerevisiae aged cells, superoxide DHE fluorescence; active compounds read low; AID 2690;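 active = superoxide response under a set limit, about three screen SD below normal, cut at about 65% in these data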;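 also: yeast aged for seven days with compound at 30 °C before DHE staining; 100% = average MFI of all compound-treated wells on the plate with controls excluded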
JMJD2C inh – blocks human GASC-1 demethylase activity | Q9H3R0 | GST-JMJD2C(1-420) H3K9me3 demethylation, DELFIA europium | inhibition, % at 2.35 µM | 330,000 compounds, 0.069% hits | AID 2099;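 active = more than half of a compound's replicate wells show inhibition beyond 50%, single wells judged on their own value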;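 also: signal counts dimethyl H3K9 product captured on neutravidin plate; 0% = median of DMSO wells and 100% = 0.3 times that DMSO median; strong numbers were not always called active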
Target sequence (Q9H3R0 1-420 limits assumed): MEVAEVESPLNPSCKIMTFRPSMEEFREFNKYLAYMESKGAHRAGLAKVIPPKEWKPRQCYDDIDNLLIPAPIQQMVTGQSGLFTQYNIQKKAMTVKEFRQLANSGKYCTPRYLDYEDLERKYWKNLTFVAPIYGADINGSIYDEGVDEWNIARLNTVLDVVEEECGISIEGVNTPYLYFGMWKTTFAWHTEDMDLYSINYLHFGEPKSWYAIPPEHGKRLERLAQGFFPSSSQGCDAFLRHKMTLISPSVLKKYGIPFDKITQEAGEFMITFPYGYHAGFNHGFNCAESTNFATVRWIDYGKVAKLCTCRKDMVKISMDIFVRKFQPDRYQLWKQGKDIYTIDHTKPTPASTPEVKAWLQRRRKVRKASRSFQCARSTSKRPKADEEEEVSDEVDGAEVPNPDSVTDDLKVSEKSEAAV
LAP4 TOR yeast – alters LAP4-GFP fluorescence in TOR pathway yeast screen | AID 2023 | S. cerevisiae LAP4-GFP multiplex, flow cytometry GFP, 3 h; median GFP as percent of DMSO wells | 320,000 compounds, 0.34% hits | GFP response vs DMSO, % at 10 µM;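 active = GFP response vs DMSO above a set limit, about the screen mean plus 3 SD, cut at about 150% in these data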
AHR act – human AHR activation; AHR-responsive luciferase reporter cells, luminescence; P35869; 320,000 compounds, 2.5% hits; AID 2796; activation, % at 5 µM; in the data active = activation above about 47%;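 also: 0% = vehicle wells and 100% = reference agonist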
RPL19A TOR yeast – yeast TOR pathway RPL19A-GFP modulation; percent response vs DMSO, % at 10 µM; S. cerevisiae RPL19A-GFP strain, flow cytometry, 3 h; active compounds read low; 330,000 compounds, 0.3% hits;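 active = percent response vs DMSO below 50%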;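 also: median channel GFP fluorescence of the barcoded RPL19A-GFP strain; ratio of sample median GFP to plate DMSO average so 100% = DMSO; lower means less RPL19A-GFP as with rapamycin TOR inhibition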
procasp7 counter – activates human procaspase-7, counter-screen for procaspase-3 activators. recombinant procaspase-7, Ac-DEVD-pNA absorbance 405 nm; D23A/D198A/D206A triple mutant, cannot self-cleave; scale: DMSO 0, 5 µM enzyme 100. activation, % at 8.5 µM. 330,000 compounds, 0.093% hits. AID 463210;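 active = percent activation above the screen-wide mean plus 3 SD, cut at about 25% in these data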
Target sequence (P55210 whole entry D23A/D198A/D206A): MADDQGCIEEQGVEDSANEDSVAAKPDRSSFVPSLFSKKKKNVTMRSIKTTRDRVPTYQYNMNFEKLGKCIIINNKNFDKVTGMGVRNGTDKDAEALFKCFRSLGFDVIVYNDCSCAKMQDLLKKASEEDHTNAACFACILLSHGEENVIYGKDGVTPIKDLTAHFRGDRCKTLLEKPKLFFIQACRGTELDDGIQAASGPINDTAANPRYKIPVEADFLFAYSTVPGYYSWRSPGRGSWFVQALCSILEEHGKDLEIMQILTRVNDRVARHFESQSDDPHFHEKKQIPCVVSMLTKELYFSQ
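Material: Procaspase-7 triple mutant (PC-7 D3A) | Quantity: 2 µM procaspase-7 mutant as dispensed | Reagent: DEVD-pNA substrate | Times: 1 h preincubation, 2 h reaction | Technique: 405 nm absorbance of p-nitroaniline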
* hit, by the source's call; i = inactive; x = no result given; [ ] = remark or other dose.

Start of the listing, in advance (6 entries):
SMILES	proCasp3 act	MEP2 TOR yeast	Yeast superoxide	JMJD2C inh	LAP4 TOR yeast	AHR act	RPL19A TOR yeast	procasp7 counter
Cc1ccc(C)c(C2NC(=O)c3ccccc3N2)c1 (stereo unspecified)	12	112	88	0	95	2	105	-6
Cc1c(C2(O)CCCCC2)[nH]c2ccc(C#N)cc12	3	95	95	28	106	10	92	3
CN(C)S(=O)(=O)c1cccc(-c2nnc(SCCNCCO)n2-c2ccc(F)cc2)c1	4	102	93	-4	106	-1	101	0
Cc1c(C(=O)N2CCOCC2)oc2ccc(S(=O)(=O)N3CCCCCC3)cc12	1	105	95	2	96	0	100	2
COc1cc(/C=N/NC(=O)c2ccc(F)cc2)ccc1OC(=O)c1ccco1	6	105	95	-7	73	3	103	1
O=C(NNS(=O)(=O)c1ccc(CCCl)cc1)C(O)(c1ccccc1)c1ccccc1	3	105	105	1	103	2	106	-1

The list itself, previewed entries included:
SMILES	proCasp3 act	MEP2 TOR yeast	Yeast superoxide	JMJD2C inh	LAP4 TOR yeast	AHR act	RPL19A TOR yeast	procasp7 counter
Cc1ccc(C)c(C2NC(=O)c3ccccc3N2)c1 (stereo unspecified)	12	112	88	0	95	2	105	-6
Cc1c(C2(O)CCCCC2)[nH]c2ccc(C#N)cc12	3	95	95	28	106	10	92	3
CN(C)S(=O)(=O)c1cccc(-c2nnc(SCCNCCO)n2-c2ccc(F)cc2)c1	4	102	93	-4	106	-1	101	0
Cc1c(C(=O)N2CCOCC2)oc2ccc(S(=O)(=O)N3CCCCCC3)cc12	1	105	95	2	96	0	100	2
COc1cc(/C=N/NC(=O)c2ccc(F)cc2)ccc1OC(=O)c1ccco1	6	105	95	-7	73	3	103	1
O=C(NNS(=O)(=O)c1ccc(CCCl)cc1)C(O)(c1ccccc1)c1ccccc1	3	105	105	1	103	2	106	-1
Cc1csc(SCC(=O)Nc2nccs2)n1	2	97	103	4	104	10	98	3
Cc1nn(C)c(C)c1S(=O)(=O)NC1CCCc2ccccc21 (stereo unspecified)	0	101	93	-5	107	5	99	1
Clc1ccc(-c2nnc(-c3ccc(Br)o3)o2)c(Cl)c1	3	108	132	-3	95	-2	98	5
CC(NC(=O)COC(=O)CCc1nc(=O)c2ccccc2n1C)c1ccccc1 (stereo unspecified)	-1	100	116	-6	99	-2	95	3
Cc1ccccc1/C(N)=N/OC(=O)c1cccs1	2	112	95	5	105	24	110	9
Cc1ccc2c(c1)nnn2C1CCN(S(=O)(=O)c2ccc(C(=O)N3C(C)CCCC3C)cc2)CC1 (stereo unspecified)	8	85	102	2	86	-1	90	5
COc1ccc(-n2nc(C(=O)NCC(=O)NC3CCCCC3)c3ccccc3c2=O)cc1	-4	84	93	-7	93	-1	100	2
Cc1ccc(C)c(CSc2nnc([C@@H](N)C(C)C)o2)c1	-3	95	104	2	87	18	95	2
CC1(CC(=O)N/N=C/c2ccc(-c3ccc(Cl)cc3)o2)OCCO1	5	100	104	3	100	5	106	6
Cn1ccc2cc(NC(=O)Nc3cccnc3)ccc21	6	96	116	5	105	89*	99	9
Cc1ccc(OCCC(=O)OCC(=O)c2ccc3c(c2)NC(=O)CO3)cc1	12	96	107	0	94	-1	94	-5
O=C(CSc1nc2ccccc2c(=O)[nH]1)c1ccc(O)c(O)c1	0	108	87	3	99	9	101	-4
COc1ccc2[nH]c(=O)c(C3c4cc(OC)c(OC)cc4CCN3C(=O)c3ccco3)cc2c1 (stereo unspecified)	9	105	103	11	100	4	103	16
CCOC(=O)C1CCCN(C(=O)c2sc3nc(C)nc(N(CC)CC)c3c2C)C1 (stereo unspecified)	1	98	84	-1	96	0	92	-2
O=[N+]([O-])c1ccc2nc(SCc3cn4ccccc4n3)[nH]c2c1	-5	99	103	3	89	31	99	6
Cc1csc(NC(=O)CSc2ccc(-c3ccccn3)nn2)n1	-1	95	113	-1	111	10	94	-7
CC(C)CCC1CC(CSC(=N)N)OC1=O (stereo unspecified)	-1	102	102	23	99	3	95	-8
CC(/C=N/NC(=O)c1ccccc1F)c1ccccc1 (stereo unspecified)	7	97	89	-8	104	3	100	-8
CCCNC(=O)CCc1c(C)nc2nc(-c3cc(OC)cc(OC)c3)nn2c1C	0	94	95	0	87	0	95	4
CCc1nnc(NC(=O)c2ccc(-c3cc(C(F)(F)F)ccc3Cl)o2)s1	-7	180*[may fluoresce violet]	112	-7	91[may fluoresce violet]	4	64[may fluoresce violet]	1
CCCc1nc(N)sc1C(=O)OCC	-8	89	89	-1	91	6	93	-2
Cn1c(=O)n(C)c2cc([N+](=O)[O-])c(N3CCN(S(=O)(=O)c4ccc5ccccc5c4)CC3)cc21	1	97	110	-4	99	0	99	5
COc1cc(-c2noc(C)c2C(=O)NCCCn2ccnc2)cc(OC)c1OC	0	95	77	8	99	0	95	-7
CCc1ccc2[nH]c(=O)c(CN(Cc3ccccc3)C(=O)Nc3ccccc3OC)cc2c1	-1	104	105	-5	100	8	103	6
Cn1cc(/C=C(\NC(=O)c2ccccc2)C(=O)NCCCN2CCOCC2)c2ccccc21	1	99	75	-3	96	14	99	6
COc1ccc(N2CC(C(=O)Nc3nnc(SCC(=O)NC4CCCC4)s3)CC2=O)cc1 (stereo unspecified)	-8	84	101	22	103	0	96	-11
CCCCCCC12CCC(C(=O)O)(CC1)CC2	5	100	99	-12	135	5	97	6
CCOC(=O)N1CCN(S(=O)(=O)c2c(C)nc3sccn3c2=O)CC1	-3	102	79	7	108	0	100	7
COC(=O)c1c(NC(=O)c2cccnc2Cl)sc(C(=O)N(C)C)c1C	8	93	93	-6	96	7	103	4
Cc1cc(C)c2c(CN3CCN(C/C=C/c4ccccc4)CC3)cc(=O)oc2c1	-3	97	95	-4	101	2	98	4
Cc1ccc(Nc2ncc3c(n2)CC(C)(C)CC3=O)cc1	0	82	109	-25	101	25	86	2
O=C(Nc1cccc([N+](=O)[O-])c1)c1ccc2c(c1)OCCO2	6	105	102	1	101	2	103	-4
O=C(COC(=O)CNC(=O)c1ccc(Cl)cc1)Nc1ncc(C(F)(F)F)cc1Cl	-4	101	104	-3	85	2	115	0
Cc1ccc(C)c(NC(=O)CN(C)C(=O)C2=NNC(=O)CC2)c1	5	96	96	-6	98	2	94	3
COc1ccc(N(CC(=O)NN=C2CCCC2)S(=O)(=O)c2ccccc2)cc1	8	104	72	-2	102	3	100	7
Cc1ccn2c(-c3csc(NCc4ccco4)n3)c(C)nc2c1	-2	102	115	3	107	38	97	0
COc1ccc2c(c1)SC1=NCCS(=O)(=O)N12	2	96	93	10	101	-2	96	-2
FC(F)(F)c1ccc(C2[C@H]3CN(Cc4ccc(-c5ccccc5)cc4)[C@H](c4ccccc4)C34CC2(c2ccccc2)C4)cc1 (stereo partly specified)	1	100	97	0	106	1	96	-4
O=C1c2ccccc2C(=O)N1CCCCSc1nc2ccccc2o1	6	95	115	-10	98	0	97	7
Nc1nncn1C(=O)c1ccc(Cl)cc1Cl	4	98	100	11	93	-1	100	-10
Nc1nc(N2CCCCC2)nc(N2CCCCC2)n1	2	125	92	-3	104	2	104	0
CCOc1ccc(NC(=O)C(C)N2C(=O)c3ccccc3C2=O)cc1 (stereo unspecified)	-1	100	111	-1	84	5	105	-1
Cc1ncc(CN2CCCC(C(=O)Nc3ccc(-c4ccco4)cc3)C2)cn1 (stereo unspecified)	-6	105	94	17	102	0	107	-23
COc1ccc(CNCCNC(=O)c2cccs2)c(OC)c1OC	-5	95	99	4	93	-1	96	13
COc1ccc(CNC(=O)CCc2nc(-c3ccccc3F)no2)c(OC)c1	6	96	102	-1	96	49*	94	-4
CCOC(=O)C1CCN(C(=O)c2cccnc2Cl)CC1	10	106	85	1	105	0	104	10
CCCCN1C2=NCCCN2c2ccccc21	7	102	97	-7	101	1	100	2
Cc1c(NC(=O)C2CCCO2)cccc1[N+](=O)[O-] (stereo unspecified)	2	99	84	9	92	-4	101	-3
c1ccc2c(c1)OCC(c1nn3c(Cn4nnc5ccccc54)nnc3s1)O2 (stereo unspecified)	-17	96	108	0	104	8	94	-7
O=C(Nc1ccccc1)c1c(F)c(F)c(F)c(F)c1F	3	111	106	-9	110	15	104	7
CC1CCN(S(=O)(=O)c2ccc3c(c2)N(CC(=O)NCc2cccnc2)C(=O)CS3)CC1	-5	103	110	-3	93	-5	98	-5
Cc1c(C(=O)N2C[C@@H](C)O[C@@H](C)C2)oc2c(F)cccc12	6	96	89	11	119	12	97	-13
CCN(CC)C(=O)CNc1ccc(C(F)(F)F)cc1[N+](=O)[O-]	6	111	98	x	113	25	107	4
CCC(Sc1ncccc1C(=O)O)C(=O)N1CCOCC1 (stereo unspecified)	1	130	88	2	101	-1	x	-1

Ordered by value in JMJD2C inh (low to high): three of the compounds above.
mol	proCasp3 act	MEP2 TOR yeast	JMJD2C inh	LAP4 TOR yeast	AHR act	RPL19A TOR yeast
Nc1nc(N2CCCCC2)nc(N2CCCCC2)n1	2	125	-3	104	2	104
Cc1c(NC(=O)C2CCCO2)cccc1[N+](=O)[O-] (stereo unspecified)	2	99	9	92	-4	101
Nc1nncn1C(=O)c1ccc(Cl)cc1Cl	4	98	11	93	-1	100

Continued.
SMILES	proCasp3 act	MEP2 TOR yeast	Yeast superoxide	JMJD2C inh	LAP4 TOR yeast	AHR act	RPL19A TOR yeast	procasp7 counter
O=C(CCN1C(=O)/C(=C/c2cccs2)SC1=S)Nc1ccccc1O	-14	105	97	-3	104	1	99	-11
Cc1cccc(-c2noc(-c3ccc(Cl)cc3[N+](=O)[O-])n2)c1	-6	95	117	-3	88	39	99	-8
Cc1cc(-c2nc3ccccc3c(=O)o2)ccc1[N+](=O)[O-]	-1	105	103	-23	106	-1	104	0
O=C(CN(Cc1ccco1)C(=O)CNS(=O)(=O)c1ccc(Cl)cc1)NC1CCCCC1	-3	96	91	3	95	4	101	-7
COc1ccc(N(C(=O)c2ccco2)S(=O)(=O)c2cc(Cl)c(Cl)cc2Cl)cc1	-7	97	80	1	99	2	x	-6
CC(C)Cn1c(N)c(C(=O)COC(=O)[C@H](C)NC(=O)c2ccccc2Cl)c(=O)n(C)c1=O	-12	104	107	4	100	9	104	3
CSc1nc2nc3c(c(=O)n2[nH]1)CCC3	1	95	95	-33	93	-2	90	9
O=C(CCN1C(=O)c2ccccc2C1=O)Nc1cccc(F)c1	4	103	87	-6	102	-6	95	0
O=[N+]([O-])c1cc(-c2csc(NCCc3nc4cc(Cl)c(Cl)cc4n3CCCO)n2)ccc1Cl	3	96	117	i	115	11	102	3
Cc1ccccc1OCC(=O)Nc1ccccc1N1CCC(C)CC1	4	109	93	12	111	2	102	2
O=C(C1=C[C@H](c2ccc(Br)cc2)C[C@H](OCCCCO)O1)N1CCN(Cc2ccc3c(c2)OCO3)CC1	6	94	99	-1	128	0	103	5
COc1cccc(NC(=O)C(C)OC(=O)CCCNC(=O)c2ccc(Cl)cc2)c1 (stereo unspecified)	1	110	95	-3	113	0	104	8
CCn1c(CN2CCOCC2)nnc1SCC(=O)Nc1cccc(C)c1	5	101	90	-5	90	0	103	-5
CCOc1ccccc1NC(=O)CS(=O)(=O)c1cn(CC(=O)N2CCOCC2)c2ccccc12	-2	96	95	-14	94	0	93	3
O=C(OCC(=O)N1CCCCC1)c1ccccc1SCC(=O)N1CCCCC1	-7	102	90	-7	104	-1	102	3
